CHOP inh: inhibitors of CHOP promoter induction, primary screen, cell-based, unfolded protein response, luciferase reporter. 3.8% of 220,000 active. inhibition, % at 10 µM. CHO-K1 CHOP-promoter luciferase, tunicamycin-induced, 15-18 h;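 active = compounds that reduced the stress-induced luciferase reporter signal by more than about 70% of percent inhibition, limit read from the data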;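 also: 0% = tunicamycin plus vehicle and 100% = wells without tunicamycin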
S1P4 antagonist: S1P4 receptor antagonists, primary screen, cell-based; Sphingosine 1-phosphate receptor 4 (Homo sapiens), O95977; S1P4-expressing cells, antagonist mode, reporter read-out; inhibition, % at 4.98 µM; 0.26% of 220,000 active; AID 1510, 2009; in the data active = inhibition above about 29%;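 also: 0% = wells stimulated with agonist and 100% = vehicle wells without agonist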
zfTRPN1 agonist: zebrafish TRPN1 channel agonists, primary screen, cell-based, HEK293, calcium fluorescence; transient receptor potential cation channel N1 (TRPN1/NompC), Danio rerio; HEK293 zebrafish TRPN1-YFP, Fluo-8 calcium fluorescence; 100% = response to 87 µM carbachol; 0.18% of 220,000 active; activation, % at 3 µM;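 active = activation above its plate's cutoff, the mean activation of test wells on that plate plus 3 SD, cut at about 19% in these data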;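 also: 0% = DMSO alone and 100% = 87 µM carbachol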
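Material: zebrafish TRPN1-YFP in HEK293 cells; Doses: single test compound dose, 3 µM nominal, 0.3% DMSO; Timing: dye loading 1 h at 37 °C, then 30 min room temperature; Technique: intracellular calcium fluorescence with Fluo-8; Benchmarks: high carbachol 87 µM, low DMSO alone.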
EP2 mod: EP2 receptor modulators, cAMP readout, primary screen, cell-based, HTRF cAMP, PGE2 stimulation; Prostaglandin E2 receptor EP2 subtype (Homo sapiens), P43116; EP2-expressing cells, cAMP HTRF FRET, PGE2 co-stimulation; induction, % at 25 µM; 0.83% of 260,000 active;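 active = compounds whose cAMP rise, as percent of the full-agonist control response, exceeds 60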;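 also: rat C6 glioma line stably carrying human EP2 under a CMV promoter; the protocol text gives 20 µM as final concentration; 100% = response of wells given 1 µM PGE2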
NPY-Y1 antag: NPY-Y1 receptor antagonists, primary screen, cell-based. inhibition, % at 3.6 µM. HEK293-CNG Y1 cells, membrane potential fluorescence; NPY at EC95, then isoproterenol. 1% of 200,000 active. Neuropeptide Y receptor type 1 (Homo sapiens), P25929;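 active = inhibition above the campaign mean inhibition of all tested compounds plus 3 SD, cut at about 20% in these data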;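 also: 0% = DMSO wells given NPY plus isoproterenol and 100% = isoproterenol alone without NPY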
Target sequence (P25929 whole entry, looked up): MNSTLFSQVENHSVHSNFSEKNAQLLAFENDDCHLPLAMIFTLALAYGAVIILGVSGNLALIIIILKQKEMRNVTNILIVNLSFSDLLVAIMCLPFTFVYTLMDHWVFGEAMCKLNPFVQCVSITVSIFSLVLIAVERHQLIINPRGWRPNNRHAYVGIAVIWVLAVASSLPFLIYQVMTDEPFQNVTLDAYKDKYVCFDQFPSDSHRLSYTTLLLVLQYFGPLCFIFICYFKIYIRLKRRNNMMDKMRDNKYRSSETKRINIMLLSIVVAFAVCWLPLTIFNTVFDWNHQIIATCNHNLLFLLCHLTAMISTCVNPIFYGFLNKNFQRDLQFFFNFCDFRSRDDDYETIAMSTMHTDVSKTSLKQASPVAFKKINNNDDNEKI
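Test system – HEK293 Y1/CNG channel cell line · Also added – NPY agonist 25 nM, then isoproterenol 1 µM plus Ro 20-1724 25 µM · Compound dosing – one concentration, 3.6 µM, in 0.4% DMSO · Schedule – compound incubation 1 h at room temperature, readout 45 min post-stimulation · Technique – fluorescence, membrane potential probe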
NPY1 pot ag: NPY-Y1 receptor potentiators or agonists, primary screen, cell-based; 0.37% of 220,000 active; activation, % at 3.6 µM; NPY-Y1 expressing cells, potentiator/agonist activation; Neuropeptide Y receptor type 1 (Homo sapiens), P25929; in the data active = activation above about 33%, passing the limit was not always enough;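 also: cells stimulated with NPY at EC10 then isoproterenol at EC100; 0% = low agonist plus stimulus and 100% = saturating agonist plus stimulus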
NPY-Y2 PAM-ag: NPY-Y2 potentiators or agonists, primary screen, cell-based. 0.45% of 220,000 active. activation, % at 3.6 µM. AID 1359, 2008. cells expressing NPY-Y2, potentiator/agonist read-out; in the data active = activation above about 27%;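 also: cells stimulated with NPY near EC25 plus isoproterenol at EC100; 0% = vehicle plus submaximal agonist and 100% = vehicle plus saturating agonist; some results beyond the cut were filed as inactive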
TRPML3 agonist: human TRPML3 channel agonists, primary screen, cell-based, HEK293 TRPML3-YFP, Fluo-8 calcium fluorescence, 3 µM. Mucolipin-3 (Homo sapiens), Q8TDD5. 100% = the carbachol control signal. activation, % at 3 µM. 0.29% of 220,000 active. AID 1448, 2008;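 active = activation above its plate's cutoff, the mean activation of the plate's test wells plus 3 SD, cut at about 12% in these data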;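 also: 0% = DMSO only wells and 100% = carbachol wells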
Target sequence (Q8TDD5 whole entry, looked up): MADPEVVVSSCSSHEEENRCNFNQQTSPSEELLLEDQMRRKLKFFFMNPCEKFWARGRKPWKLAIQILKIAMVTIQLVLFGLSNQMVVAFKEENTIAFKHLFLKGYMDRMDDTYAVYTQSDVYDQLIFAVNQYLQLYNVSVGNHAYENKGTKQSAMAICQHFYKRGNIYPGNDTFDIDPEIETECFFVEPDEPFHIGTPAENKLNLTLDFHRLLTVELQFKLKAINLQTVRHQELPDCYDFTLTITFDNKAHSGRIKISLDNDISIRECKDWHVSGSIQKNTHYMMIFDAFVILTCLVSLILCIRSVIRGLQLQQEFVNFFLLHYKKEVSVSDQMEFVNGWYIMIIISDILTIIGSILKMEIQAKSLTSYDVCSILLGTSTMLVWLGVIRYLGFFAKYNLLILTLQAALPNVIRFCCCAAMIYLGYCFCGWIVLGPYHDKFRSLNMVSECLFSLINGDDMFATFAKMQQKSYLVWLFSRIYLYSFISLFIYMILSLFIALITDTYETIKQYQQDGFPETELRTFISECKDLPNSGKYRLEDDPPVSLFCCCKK
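Material: HEK293 cells stably carrying human TRPML3-YFP; compound dosing: single dose, 3 µM final nominal compound, 0.3% DMSO final; incubation: 1-h 37 °C dye load, 5-s basal, 120-s post-compound reads; technique: Fluo-8 intracellular calcium fluorescence, excitation 470-495 nm, emission 515-575 nm; read-out basis: percent activation from peak-to-basal fluorescence ratio, scaled between DMSO and carbachol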
S1P4 ag: S1P4 receptor agonists, primary screen, cell-based; 0.35% of 220,000 active; S1P4-expressing cell line, agonist reporter assay; activation, % at 4.98 µM; Sphingosine 1-phosphate receptor 4 (Homo sapiens), O95977; in the data active = activation above about 11%;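 also: 0% = DMSO vehicle and 100% = reference agonist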
Active calls of the source: *; nt = no result given; & = joins results of further samples.

SMILES	CHOP inh	S1P4 antagonist	zfTRPN1 agonist	EP2 mod	NPY-Y1 antag	NPY1 pot ag	NPY-Y2 PAM-ag	TRPML3 agonist	S1P4 ag
CCN(CC)CCCNC(=O)c1nn(-c2ccccc2OC)c(=O)c2ccccc12	14	-11	0.8	-5	0	20	-1	1.4	0.9
Cn1c(SCC(=O)N/N=C/C=C/c2ccccc2[N+](=O)[O-])nc2ccccc21	65	-2	-0.2	2	11	-7	-9	-0.5	-0.1
c1ccc(SSc2ccccc2)cc1	51	-2	0.5	23	3	6	8	0.7	0.6
CCCCCCC(=O)N/N=C/c1ccc(Br)cc1	93*	-17	-0.8	4	5	2	1	0.3	0.1
COc1ccccc1CNC(=O)c1cccc(C)c1[N+](=O)[O-]	16	-19	-1.0	21	2	-13	0	0.8	-1.3
O=C(Nc1ccccc1)N(Cc1ccccc1)Cc1ccccc1	41	-15	-0.7	58	-1	14	2	0.1	0.0
O=C(COC(=O)CCS(=O)(=O)c1ccc(Cl)cc1)NCCc1ccccc1	3	-6	0.2	19	4	3	1	0.2	-0.1
CSC(=NC#N)N1CCN(C(=NC#N)SC)CC1	4	-20	-1.8	-42	1	-13	-6	0.0	-2.4
O=C(c1ccc([N+](=O)[O-])o1)N1CCc2ccccc2C1	-4	-1	-0.6	7	nt	-17	-6	0.3	1.2
COc1ccc(Cn2c(O)c(C=Nc3ccccc3)c3ccccc3c2=O)cc1	40	-4	1.6	34	2	-4	-2	0.1	0.9
O=C(COC(=O)c1ccc2ccccc2n1)Nc1ncc(C(F)(F)F)cc1Cl	35	-16	-1.3	-2	8	-35	-8	0.3	1.5
COc1ccccc1OCc1ccc(C(=O)NCC2CCCO2)o1 (configuration not stated)	5	-2	0.6	-14	4	-26	10	0.8	-3.4
O=C(NC1(C(F)(F)F)N=C2SCCN2C1=O)c1ccccc1F (configuration not stated)	3	-7	1.5	-2	nt	9	-2	0.8	0.8
CCc1nnc(NC(=O)C2CCN(S(=O)(=O)Cc3ccccc3)CC2)s1	29	-3	0.4	26	-8	15	11	2.0	-0.2
CCOC(=O)CSc1ccccn1	0	-11	-0.6	-4	3	-1	6	0.4	-2.4

Another view of part of the listing above:
mol,CHOP inh,S1P4 antagonist,zfTRPN1 agonist,EP2 mod,NPY-Y1 antag,NPY1 pot ag,NPY-Y2 PAM-ag,TRPML3 agonist,S1P4 ag
O=C(COC(=O)c1ccc2ccccc2n1)Nc1ncc(C(F)(F)F)cc1Cl,35,-16,-1.3,-2,8,-35,-8,0.3,1.5
O=C(c1ccc([N+](=O)[O-])o1)N1CCc2ccccc2C1,-4,-1,-0.6,7,nt,-17,-6,0.3,1.2
CCN(CC)CCCNC(=O)c1nn(-c2ccccc2OC)c(=O)c2ccccc12,14,-11,0.8,-5,0,20,-1,1.4,0.9

Further structures.
SMILES	CHOP inh	S1P4 antagonist	zfTRPN1 agonist	EP2 mod	NPY-Y1 antag	NPY1 pot ag	NPY-Y2 PAM-ag	TRPML3 agonist	S1P4 ag
COc1ccc(S(=O)(=O)N(C)CC(=O)N2CCCC2)cc1Cl	0	-22	0.4	-5	4	-3	-3	0.8	-0.2
CCC(CO)NCc1ccc(OCC(=O)Nc2cccc(C(F)(F)F)c2)c(OC)c1 (configuration not stated)	23	2	1.1	-46	-1	-12	-15	0.7	-0.5
CC(C)OCCCn1c(=NC(=O)c2ccncc2)c(C#N)cc2c(=O)n3ccccc3nc21	-16	-12	1.2	8	6	-7	6	0.8	4.0
CCCC(=O)Nc1cccc(Oc2nc(C)cc(C)c2C#N)c1	17	-13	-1.0	37	3	2	11	0.0	2.6
COc1ccc(N2C(C(C)=O)=NN(c3ccccc3)C2c2cccs2)cc1 (configuration not stated)	16	-1	-0.6	48	7	14	6	-0.7	3.0
CCNC(=O)CN1C(=O)NC(CCc2ccccc2)C1=O (configuration not stated)	17	-13	3.0	12	-1	31	13	0.7	-1.4
Cc1ccc(NCN2C(=O)c3ccccc3C2=O)c(C)c1	5	5	1.1	8	-4	3	-4	0.5	1.7
O=C(c1ccccc1[N+](=O)[O-])n1cnc2ccccc21	2	-5	0.3	-7	-1	-2	-9	1.2	0.3
O=S(=O)(c1ccc(Cl)cc1)N(CCCN1CCOCC1)Cc1cccs1	17	-14	0.4	31	-2	21	6	0.1	2.0
CCOc1ccc(C(=O)Nc2ccc3c(c2)OCO3)cc1OCC	22	-19	-0.4	-4	-8	5	-1	0.4	-1.3
O=C(CSc1nncn1-c1ccccc1)NC1CCCCC1	-1	-26	-0.7	-23	-1	-2	-7	0.2	1.9
COC(=O)c1cc2nc(-c3ccc(C)cc3)cc(C(F)(F)F)n2n1	-24	0	0.2	-2	0	-7	5	1.1	-0.7
C=CCOC(=O)C1=C[C@@H](c2coc3ccccc3c2=O)C[C@@H](OCc2ccc(CO)cc2)O1	11	8	0.0	-30	2	-17	-30	-1.4	-0.4
c1ccc2[nH]c(-c3nc4ccccc4[nH]3)nc2c1	-45	-4	1.2	-12	0	-11	6	0.0	2.2
Oc1ccc(/C=N/Nc2cc(N3CCCC3)nc(N3CCCC3)n2)cc1O	12	-9	0.0	-19	3	14	8	0.2	0.4
COc1ccc(C)cc1NC(=O)C(OC(=O)c1cccc(S(=O)(=O)N(C)c2ccccc2)c1)c1ccccc1 (configuration not stated)	0	-22	0.9	7	4	-1	2	0.7	-1.5
COC(=O)c1ccc(NC(=O)CNC(=O)C2CCCCC2)c(C)c1	34	-5	0.5	17	-3	6	5	-0.5	1.7
CCS(=O)(=O)Nc1ccc2c(c1)N(C(C)=O)c1ccccc1CC2	9	-1	0.9	19	5	-11	-8	1.0	-2.3
O=C(CN(Cc1ccco1)C(=O)c1ccc(Cl)cc1)Nc1ccc(Cl)c(Cl)c1	93*	-34	-3.3	-17	3	-5	-9	0.6	1.7
COC(=O)c1sccc1NC(=O)CC1C(=O)NCCN1C(=O)c1ccc(N(C)C)cc1 (configuration not stated)	5	1	-0.5	9	nt	6	-9	-0.4	-0.1
CC(C)Cn1c(N)c(C(=O)COC(=O)C2=COCCO2)c(=O)n(C)c1=O	29	-8	2.8	-11	1	-2	7	1.1	-1.4
O=C(COc1cccc(Br)c1)NN=C1c2ccccc2-c2ccccc21	9	-20	-0.2	29	3	-12	-2	0.8	1.1
N#C/C(C(=O)N1CCOCC1)=C1/SC=C(c2ccccc2)N1c1ccccc1	nt	11	-1.6	nt	6	-8	13	0.2	1.4
CCOC(=O)Nc1ccc(=O)n(Cc2c(Cl)cccc2Cl)c1	-7	-19	0.3	0	1	-18	-11	0.1	-0.8
O=C(NCc1ccccc1)C(=O)NCC1COc2ccccc2O1 (configuration not stated)	-3	3	0.0	-6	-1	-1	6	0.1	2.6
O=S(=O)(c1ccc2ccccc2c1)N1CCN(Cc2ccccn2)CC1	6	-3	-0.3	-67	4	6	5	-0.1	-0.1
Cc1cc(NC(=O)C2C3C(=O)N(Cc4ccc(Cl)cc4)C(C(=O)NC4CCCCC4)C34C=CC2(C)O4)no1 (configuration not stated)	17	-18	1.6	11	0	21	15	0.7	0.6
CC(=O)N[C@@H](Cc1c[nH]c2ccccc12)C(=O)OCC(=O)Nc1ccc(Cl)c(S(=O)(=O)N(C)C)c1	14	-11	3.6	-59	1	-3	-8	0.5	-1.2
COCCCNC(=O)CCN1C(=O)COc2ccccc21	5	-26	0.4	8	1	4	2	0.4	-0.6
Cc1cccc(C)c1NC(=O)C(c1ccc([N+](=O)[O-])cc1)N1CCCCC1 (configuration not stated)	20	-1	-0.2	8	4	-8	-6	0.4	-0.3
CCn1c(COc2ccccc2Cl)nnc1SCC(=O)Nc1ncccc1C	14	-8	0.7	38	5	10	0	0.5	1.5
Cc1ccc(C(=O)NC(C)c2ccc3c(c2)OCO3)s1 (configuration not stated)	14	13	2.1	-51	6	7	8	0.1	1.2
CCCOc1ccc(N2C(=O)CC(N3CCN(c4ccccc4F)CC3)C2=O)cc1 (configuration not stated)	18	-9	0.5	9	0	-3	-18	0.1	-1.6
Cc1cc(-c2ccccc2)c2c(n1)sc1c(O)cc(=O)[nH]c12	31	3	-0.5	27	nt	-1	1	1.0	0.3
Cc1cc(N2CCOCC2)ccc1/C=C1\SC(=O)N(C(C)C)C1=O	56	-16	0.3	4	7	-19	-22	1.1	-0.3
CCN(CC)C(=O)CSc1nc(O)c(Cc2ccccc2)c(=O)n1-c1ccccc1C	-6	11	0.0	14	nt	-1	12	-1.0	-0.5
CCn1c2c(c(C)cc1=O)C(=O)CC(C)(C)C2	1	-14	-0.1	21	-2	12	-2	1.1	1.0
O=C(O)c1cc(S(=O)(=O)N2CCOCC2)c(Sc2ccccn2)cc1Sc1ccccn1	21	-6	1.4	7	-4	-3	10	0.6	2.0
COc1ccc(-c2nn3c(-c4ccccc4)nnc3s2)cc1OC	-8	-19	-0.9	54	11	-8	-15	0.2	1.9
COc1ccc(-c2nc3cc(NC(=O)Cc4ccc(OC)c(OC)c4)ccc3o2)cc1	nt	-23	9.2	-4	-2	22	24	1.4	0.2
Cc1cc(Cl)ccc1OCCCC(=O)NN	13	-9	0.6	-16	4	2	1	0.6	1.7
CCOC(=O)C1CCN(C(=O)c2ccccc2NC(=O)c2ccc(Cl)cc2)CC1	8	-10	-0.8	7	6	-2	1	-0.1	-0.2
Cc1ccc(-c2csc(Nc3ccc(S(N)(=O)=O)cc3)n2)o1	7	-25	-1.3	-34	-1	12	0	1.0	-0.8
Cc1nnc(C)n1/N=C/c1ccc(O)cc1	6	0	-0.7	14	-2	2	-17	0.4	-0.7
CCOCC(=O)Nc1nnc(COCC)s1	-5	2	1.8	-2	3	-19	-8	1.1	2.5
COC(=O)C1(O)CC(C(C)C)=NN1C(=O)c1ccc(Cl)cc1 (configuration not stated)	0	-1	-1.4	-4	-1	4	2	0.0	-0.6
O=C(NCc1cccs1)C1CCN(c2ccc(S(=O)(=O)N3CCOCC3)cc2Cl)CC1	nt	-12	3.9	-20&-44	7	-5	-30	1.0	-1.5
CCNC(=S)N/N=C/c1ccc(OCC(=O)Nc2ccc(C)cc2)cc1	-17	-6	-0.8	-37	3	-3	-8	-0.6	-3.1
O=C(CSc1nnc(COc2ccc(Cl)cc2)o1)N1CCOCC1	-2	-4	0.3	0	-4	-9	-11	0.9	0.3
